Screening results deposited in PubChem by several laboratories.
Arrestin-AP2 inh: inhibitors of human beta-arrestin and AP2 interaction; inhibition, % at 10 µM; 0.31% of 340,000 active; FITC-arrestin peptide / GST-AP2 beads, flow cytometry; AP2 beta2 appendage carries R879A mutation;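 active means inhibition above a set limit, near 3 SD of compounds lacking own fluorescence, cut at about 54% in these data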;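 further: plate controls were DMSO wells for no effect and 5 µM unlabelled arrestin peptide for full effect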
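Material – GST-tagged AP2 beta2-adaptin appendage (R879A) on 4 µm glutathione beads · Probe or stimulus – fluorescein-tagged arrestin peptide at 50 nM final · Timing – 12 min plus 1 h, RT · Detection – bead flow cytometry, FITC channel · Read-out basis – inhibition as reduced fluorescein signal on beads, percent · Medium – PBS plus Tween 20 (0.05%) and BSA (0.1%)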
DAGLB inh: diacylglycerol lipase beta (human) inhibition. Q8NCG7. HEK293T DAGLB membrane lysate, EnzChek fluorogenic substrate. inhibition, % at 5.17 µM. 0.059% of 340,000 active; in the data active means inhibition above about 34%;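 further: 0% = enzyme with vehicle and 100% = wells lacking enzyme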
PKA-R1A act: PKA-R1A complex activation | P00514+P68181 | PKA-R1A dissociation, Cy5-IP20 fluorescence polarization; scaled: DMSO 0%, 113 µM cGMP 100% | activation, % at 11.4 µM | 0.083% of 340,000 active;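 active means percent activation above the mean of all tested compounds plus 3 SD, cut at about 19% in these data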;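 further: higher means more PKAc released from R1A so a rise in polarization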
PKA-R2B act: activates the human PKA-R2B holoenzyme complex | P22694+P31323 | PKA-R2B holoenzyme dissociation, Cy5-IP20 fluorescence polarization; R2B truncated from residue 108, S112A mutant; 0% DMSO only, 100% 113 µM cGMP | activation, % at 11.4 µM | 0.079% of 340,000 active | AID 504700;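 active means activation above a cutoff set at the mean over all compounds plus 3 SD, cut at about 18% in these data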;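 further: higher means more holoenzyme dissociation and a rise in polarization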
OPRM1-OPRD1 inv: inverse agonist of human OPRM1-OPRD1 heterodimerization; cell-based MOR-DOR heterodimer luminescence, inverse agonism; inhibition, % at 9.3 µM; 0.21% of 340,000 active; AID 504357; in the data active means inhibition above about 22%, passing the limit was not always enough;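 further: 0% = cells with DMSO and 100% = wells without cells with DMSO; values of inactives mirror those of a sister screen read the other way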
Target sequence (P35372 whole entry, looked up): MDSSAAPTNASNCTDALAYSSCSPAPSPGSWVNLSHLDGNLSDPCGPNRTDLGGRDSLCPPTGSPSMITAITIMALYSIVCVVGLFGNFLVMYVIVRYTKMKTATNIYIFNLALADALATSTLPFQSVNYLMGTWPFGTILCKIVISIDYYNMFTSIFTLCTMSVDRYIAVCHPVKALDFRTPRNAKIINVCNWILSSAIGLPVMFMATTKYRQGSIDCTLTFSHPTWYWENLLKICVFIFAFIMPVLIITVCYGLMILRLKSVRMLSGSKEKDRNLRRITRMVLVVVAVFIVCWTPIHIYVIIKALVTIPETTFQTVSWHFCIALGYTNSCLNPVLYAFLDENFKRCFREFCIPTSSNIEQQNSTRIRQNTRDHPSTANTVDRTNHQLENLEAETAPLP
Target sequence (P41143 whole entry, looked up): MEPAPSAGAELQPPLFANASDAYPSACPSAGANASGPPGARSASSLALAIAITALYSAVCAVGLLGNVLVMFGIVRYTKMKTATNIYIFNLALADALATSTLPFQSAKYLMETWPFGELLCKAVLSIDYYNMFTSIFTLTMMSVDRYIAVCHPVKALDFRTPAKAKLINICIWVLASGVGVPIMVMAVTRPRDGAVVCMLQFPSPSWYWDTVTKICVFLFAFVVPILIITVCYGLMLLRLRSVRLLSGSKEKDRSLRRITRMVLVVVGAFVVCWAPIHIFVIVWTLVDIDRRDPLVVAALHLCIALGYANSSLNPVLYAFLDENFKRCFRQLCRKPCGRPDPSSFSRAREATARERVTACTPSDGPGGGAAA
V-ATPase pHluor: alters yeast V-ATPase proton transport; response, % at 10 µM; 0.37% of 350,000 active; S. cerevisiae, pHLuorin cytosolic pH fluorescence; AID 504577; in the data active means response mostly above about 7.3%, no sharp cut-off; inactive means mostly below about 5.4%; further: actives read high; inactives centre near 0; some compounds called inactive have numbers as strong as hits; reference of the scale not given here
HTR5A inv ag: counter-screen for OPRM1-OPRD1 inverse agonists: human HTR5A inverse agonism | P47898 | HTR5A cell line, luminescence | inhibition, % at 9.3 µM | 0.083% of 340,000 active; in the data active means inhibition mostly above about 23%, no sharp cut-off; inactive means mostly below about 18%;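 further: 0% = cells with DMSO and 100% = no-cell wells with DMSO; some compounds called inactive have numbers as strong as hits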
Pemphigus Ab inh: blocks pemphigus antibody binding to human desmoglein-3. P32926. AID 588358. DSG3-coupled beads, scFv-anti-DSG3-GFP binding, flow cytometry; hits give low values. binding (percent of control), % at 10 µM. 0.48% of 310,000 active;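 active means binding more than 3 SD below its plate's average and above zero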;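 further: hits lower antibody fragment binding to DSG3; some compounds called inactive have numbers as strong as hits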
HTR5A ag: HTR5A agonism, opioid heterodimer counter-screen. P47898. HTR5A agonist assay, luminescence, cell-based. activation, % at 9.3 µM. 0.61% of 340,000 active. AID 504692; in the data active means activation mostly above about 9.5%, no sharp cut-off; inactive means mostly below about 7.6%;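 further: 0% = cells with vehicle only and 100% = reference agonist; strong numbers were not always called active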
OPRM1-OPRD1 ag: agonists of human mu-delta opioid receptor heterodimerization; cells, OPRM1-OPRD1 heterodimerization, luminescence; P35372+P41143; activation, % at 9.3 µM; 0.3% of 340,000 active; in the data active means activation above about 18%;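 further: 0% = vehicle-treated cells and 100% = reference agonist; values of inactives mirror those of a sister screen read the other way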
Active calls of the source: *; · = not tested or not shown.

SMILES	Arrestin-AP2 inh	DAGLB inh	PKA-R1A act	PKA-R2B act	OPRM1-OPRD1 inv	V-ATPase pHluor	HTR5A inv ag	Pemphigus Ab inh	HTR5A ag	OPRM1-OPRD1 ag
CN(CC(=O)Nc1ccc(F)cc1)C(=O)c1cn(-c2ccccc2)nc1-c1cccs1	-9	-5	-8	-19	10	-1	7	102	-3	-2.3
COc1ccc(CNC(=O)COC(=O)c2ccc3ncsc3c2)cc1OC	34	-3	-2	-1	-3	4	-6	·	2	0.7
COc1ccc(/C=C/C(=O)OCC(=O)NC2CCCCCC2)cc1OC	22	-2	-3	-11	16	-5	3	126	-1	-3.4
CC1CCCCC12NC(=O)N(CC(=O)NNC(=O)c1ccc(Br)cc1)C2=O (stereo not drawn)	12	0	-1	-2	13	-3	9	123	-2	-2.4
O=C(CN1CCN(S(=O)(=O)/C=C/c2ccccc2)CC1)Nc1ccc(N2CCOCC2)cc1	10	3	6	-16	10	2	18	91	4	-1.9
CC(C)c1ccc(S(=O)(=O)N2CCCCC2)cc1	21	-8	-9	-6	-17	6	3	96	-1	3.4
O=C(Nc1ccccc1Cl)N1CCn2c(nc3ccccc32)C1	10	-1	2	10	·	-4	·	·	·	·
COc1ccccc1NC(=O)CSc1nnc(CNC(=O)c2ccccc2F)o1	-9	1	-4	2	18	-3	1	101	3	-3.4
O=C(c1cc([N+](=O)[O-])ccc1Cl)N1CCN(c2ccc([N+](=O)[O-])cc2)CC1	2	6	-10	6	-14	0	6	95	-2	2.3
O=C(O)c1ccc(NS(=O)(=O)c2cccc(S(=O)(=O)c3ccc(Cl)c(Cl)c3)c2)cc1	24	1	-11	-10	12	1	-4	·	1	-1.8
Cc1cccc(NC(=O)CSc2nnc(C)c(=O)n2N)c1C	-13	-1	3	-6	-1	4	11	101	2	0.2
NC(=O)c1ccc2c(=O)n3c(-c4cccs4)csc3nc2c1	-5	-2	-11	-3	13	-2	-10	105	1	-2.4
CCOc1ccc2nc(C(C)O)[nH]c2c1 (stereo not drawn)	-2	1	2	-11	14	2	-2	94	1	-2.5
CCOC(=O)c1[nH]cnc1C(=O)N1CCN(C(=O)OC(C)(C)C)CC1	6	-5	1	7	-8	-2	5	98	1	1.4
CC1CCCCC12NC(=O)N(CC(=O)Nc1cccnc1)C2=O (stereo not drawn)	·	1	8	-1	·	-2	·	111	·	·
CCCCCCn1c(SCC(=O)c2c(N)n(C)c(=O)n(C)c2=O)nc2ccccc21	7	-2	5	-14	16	-1	13	101	-4	-2.9
COCCN(C(=O)CN1CCN(S(=O)(=O)c2ccc(F)cc2)CC1)c1c(N)n(Cc2ccccc2)c(=O)[nH]c1=O	3	-2	7	-8	3	-1	-1	93	-5	-0.7
CCOC(=O)Cc1csc(NC(=O)c2c(C)noc2C)n1	-3	0	-10	-7	7	-1	5	105	-2	-1.7
COc1cc([N+](=O)[O-])ccc1NC(=O)C[n+]1ccccc1	2	-1	-1	-21	3	-3	11	104	-4	-0.6
O=C(CN1CCN(Cc2ccccc2)CC1)N/N=C/C=C/c1ccccc1[N+](=O)[O-]	0	2	-7	-4	4	3	5	104	-1	-0.7
O=C(Nc1cccc(C(F)(F)F)c1)C1CCCCC1	-9	-6	-4	-8	-20	1	-17	91	6	4.0
COc1cccc(N/C(SCc2ccccc2Cl)=C(/C#N)C(=O)NCc2cccs2)c1	3	-9	-7	2	-34	-2	18	105	-7	5.7
O=S(=O)(c1ccc(SCc2cccc(Cl)c2)nc1)N1CCCC1	-2	-10	-10	-1	-14	2	6	·	-2	3.6
O=C(CSCc1ccccc1)Nc1cc([N+](=O)[O-])ccc1F	4	1	-2	-12	-15	-2	-18	95	-5	2.4
CCOC(=O)C(CC)/C(C)=N/NC(=O)c1ccc([N+](=O)[O-])cc1 (stereo not drawn)	-2	-1	1	-11	-19	2	4	98	-2	3.3

More compounds
SMILES	Arrestin-AP2 inh	DAGLB inh	PKA-R1A act	PKA-R2B act	OPRM1-OPRD1 inv	V-ATPase pHluor	HTR5A inv ag	Pemphigus Ab inh	HTR5A ag	OPRM1-OPRD1 ag
O=C(c1ccco1)N1CCCC(c2nc3c(nnn3Cc3ccccc3)c(=O)[nH]2)C1 (stereo not drawn)	0	3	-13	-4	7	3	9	96	12	-1.1
OCC[C@H]1C[C@H](O)[C@@H](O)[C@]2(Cc3ccccc3CO2)O1	-9	2	-13	4	13	-1	3	100	0	-2.9
CCS(=O)(=O)c1nc(S(=O)(=O)c2ccc(C)cc2)c(NCCN2CCOCC2)s1	4	0	10	13	17	1	-3	·	3	-3.2
CCCCSC(=S)N(C)C1CCS(=O)(=O)C1 (stereo not drawn)	98*	-3	0	6	7	-3	-7	96	-7	-1.2
CCOc1ccc(NC(=S)NC(=O)C2CCCC2)cc1	-9	-3	4	0	-32	1	-12	109	5	7.9
Cc1nn(-c2ccccc2)c(C)c1/C=N/N1CCN(c2ccccn2)CC1	3	-1	-14	-3	16	2	-12	112	4	-3.0
O=C(NC1CCCC1)C(c1c[nH]c2ccccc12)N(C(=O)Cn1nnc(-c2ccc(Cl)cc2)n1)c1ccccc1 (stereo not drawn)	-1	-1	-4	-6	3	-2	1	89	0	-0.6
Cc1ncc([N+](=O)[O-])n1CC(=O)Nc1cc(Cl)ccc1Cl	-9	0	-3	1	6	2	-5	106	2	-1.4
COc1ccccc1C(=O)NC(C)c1ccc(-n2ccnc2)cc1 (stereo not drawn)	2	0	8	0	22	2	3	104	-1	-4.4
Nc1c(C(=O)NCc2ccco2)c2nc3ccccc3nc2n1CCc1ccc(F)cc1	21	5	-13	0	12	5	10	·	-4	-2.3
CC1CCN(c2c(NCC3CCC(C(=O)NC4CCCCCC4)CC3)c(=O)c2=O)CC1 (stereo not drawn)	7	2	8	0	9	-2	2	91	1	-1.7
Cc1c(C(=O)N(Cc2ccc(N(C)C)cc2)C2CCS(=O)(=O)C2)oc2ccccc12 (stereo not drawn)	16	-1	-23	-5	1	1	-5	·	2	-0.1
C=C(C)c1cccc(C(C)(C)NC(=O)NCc2ccc(OC)cc2)c1	-2	-4	-4	6	3	-2	12	108	-4	-0.5
CCCCN(C)C(=O)c1nc2ccccn2c1CNC1CCC1	41	-2	-18	-5	-25	3	-11	114	4	4.3
COc1ccc(C(=O)Nc2ccccc2NC(=O)c2ccco2)c(OC)c1	17	-2	-6	-12	1	0	-2	99	1	-0.1
COc1ccc(SCCN2CCN(C)CCC2=O)cc1	2	-1	2	-6	5	3	-8	103	3	-0.9
NS(=O)(=O)c1ccc(CCn2c(=S)[nH]c3ccccc3c2=O)cc1	0	6	-1	-13	-16	5	4	102	-1	2.9
O=C(COC(=O)C1CC1)Nc1ccc([N+](=O)[O-])cc1C(F)(F)F	32	3	-1	5	-1	2	-4	·	2	0.3
COCCN(C(=O)COC(=O)c1c(C)nn(-c2ccccc2)c1C)c1c(N)n(Cc2ccccc2)c(=O)[nH]c1=O	·	0	3	-6	·	2	·	104	·	·
O=C(CCN1C(=O)c2ccccc2C1=O)NC1=NCCS1	15	1	0	0	-1	5	11	103	-3	0.2
O=C(COc1ccccc1CNCc1ccccc1)Nc1ccccc1	5	-2	-5	-6	1	0	-8	99	-1	-0.2
COc1ccc(N2CCN(C(=O)Cn3cnc4c3c(=O)n(C)c(=O)n4C)CC2)cc1	-6	0	6	-8	·	3	·	102	·	·
CCN(CC)S(=O)(=O)c1ccc(C(=O)NCC(=O)NCc2ccc3c(c2)OCO3)cc1	·	0	-9	-3	·	0	·	133	·	·
CN(C(=O)COC(=O)c1ccc2ccccc2n1)C1CCCCC1	-7	1	-1	-7	-5	0	8	90	-2	0.9
O=C(CSc1nnc(-c2c[nH]c3ccccc23)o1)N1c2ccccc2CCc2ccccc21	-7	-2	-28	-11	-3	0	8	77	4	0.6

As entered above.
O=C(c1ccco1)N1CCCC(c2nc3c(nnn3Cc3ccccc3)c(=O)[nH]2)C1 (stereo not drawn) | OPRM1-OPRD1 ag: -1.1
CC1CCN(c2c(NCC3CCC(C(=O)NC4CCCCCC4)CC3)c(=O)c2=O)CC1 (stereo not drawn) | HTR5A inv ag: 2

The list continues:
SMILES	Arrestin-AP2 inh	DAGLB inh	PKA-R1A act	PKA-R2B act	OPRM1-OPRD1 inv	V-ATPase pHluor	HTR5A inv ag	Pemphigus Ab inh	HTR5A ag	OPRM1-OPRD1 ag
Cc1ccc(NC(=O)COC(=O)c2cccnc2Cl)cc1S(=O)(=O)N1CCCCC1	1	-1	-10	-2	1	2	2	99	-1	-0.2
COC(=O)C1(C)NC(c2ccc(Cl)cc2)C2C(=O)N(c3ccccc3)C(=O)C21 (stereo not drawn)	28	0	-1	-4	9	-1	-10	94	3	-1.8
Cc1c(C(=O)Nc2ccc3nc(N4CCOCC4)sc3c2)oc2ccccc12	21	2	1	0	1	0	3	·	-1	-0.3
Nc1nc2c([N+](=O)[O-])cccc2s1	11	3	-20	-7	5	4	20	92	3	-0.9
COc1ccc(C(=O)NC2CCN(S(=O)(=O)Cc3ccccc3)CC2)c(OC)c1	9	-1	-7	-1	21	2	-2	·	5	-3.4
O=C(COC(=O)c1cc(F)c(F)cc1Cl)NC1CC1	-9	0	-6	-7	3	1	-10	86	-1	-0.4

Arranged by the number under PKA-R1A act (rising): four from the list above
mol | PKA-R1A act
Cc1ccc(NC(=O)COC(=O)c2cccnc2Cl)cc1S(=O)(=O)N1CCCCC1 | -10
COc1ccc(C(=O)NC2CCN(S(=O)(=O)Cc3ccccc3)CC2)c(OC)c1 | -7
O=C(COC(=O)c1cc(F)c(F)cc1Cl)NC1CC1 | -6
Cc1c(C(=O)Nc2ccc3nc(N4CCOCC4)sc3c2)oc2ccccc12 | 1

Arranged by length of the SMILES (high to low): part of the list above
SMILES	Arrestin-AP2 inh	DAGLB inh	PKA-R1A act	PKA-R2B act	OPRM1-OPRD1 inv	V-ATPase pHluor	HTR5A inv ag	Pemphigus Ab inh	HTR5A ag	OPRM1-OPRD1 ag
CCN(CC)S(=O)(=O)c1ccc(C(=O)NCC(=O)NCc2ccc3c(c2)OCO3)cc1	·	0	-9	-3	·	0	·	133	·	·
O=C(CSc1nnc(-c2c[nH]c3ccccc23)o1)N1c2ccccc2CCc2ccccc21	-7	-2	-28	-11	-3	0	8	77	4	0.6
Cc1ccc(NC(=O)COC(=O)c2cccnc2Cl)cc1S(=O)(=O)N1CCCCC1	1	-1	-10	-2	1	2	2	99	-1	-0.2
Cc1c(C(=O)Nc2ccc3nc(N4CCOCC4)sc3c2)oc2ccccc12	21	2	1	0	1	0	3	·	-1	-0.3
CN(C(=O)COC(=O)c1ccc2ccccc2n1)C1CCCCC1	-7	1	-1	-7	-5	0	8	90	-2	0.9
O=C(COC(=O)c1cc(F)c(F)cc1Cl)NC1CC1	-9	0	-6	-7	3	1	-10	86	-1	-0.4
